# High-throughput results as filed in PubChem BioAssay.
# VHR inh color: VHR1 (DUSP3) phosphatase inhibition; recombinant VHR phosphatase, colorimetric substrate read-out; AID 1992; inhibition, % at 20 µM; P51452; hit rate 0.7% among 50,000; in the data active = inhibition above about 60%; also: some results filed as inactive read as strong as hits
# Target sequence (P51452 whole entry, looked up): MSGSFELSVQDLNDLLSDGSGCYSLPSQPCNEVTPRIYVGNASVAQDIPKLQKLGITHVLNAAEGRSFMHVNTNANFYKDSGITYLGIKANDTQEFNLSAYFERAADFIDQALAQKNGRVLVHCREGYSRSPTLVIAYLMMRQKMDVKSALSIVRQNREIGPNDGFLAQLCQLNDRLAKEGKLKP
# * marks the source's active call; other numbers are inactive results.
SMILES	VHR inh color
Cc1ccc(C(=O)NC(Nc2ccc(F)cc2)C(Cl)(Cl)Cl)cc1 (stereo not drawn)	-17
COC(=O)Nc1ccc(NC(C)=O)cc1	-11
O=C(NC(C(=O)NCc1ccccc1)C12CC3CC(CC(C3)C1)C2)c1ccc(F)cc1 (stereo not drawn)	-10
Cc1ccc(S(=O)(=O)N/N=C/c2ccc(-c3ccc([N+](=O)[O-])cc3Br)o2)cc1	-4
O=C(Nc1ccc(OC(F)F)cc1)c1cccs1	-16
Cc1ccccc1NC1=NCC(C)S1 (stereo not drawn)	-6
COc1ccc(N2C(=O)/C(=C/c3ccc(-c4ccccc4[N+](=O)[O-])o3)C(=O)NC2=S)cc1	81*
COc1ccc(N2C(=O)NC(=O)/C(=C\c3cc(Br)c(OC)cc3OC)C2=O)cc1	-4
Cc1cc(C)c(NC(=O)COc2ccc(C)cc2Br)c(C)c1	7
COC(=O)c1cc(NC(=O)c2cc3ccccc3o2)cc(C(=O)OC)c1	4
O=C(O)c1ccc2c(c1)C(=O)N(Nc1c(Cl)cc(Cl)cc1Cl)C2=O	-26
Cc1ccccc1/C=C1/SC(=Nc2ccc(F)cc2)NC1=O	24
CCOC(=O)c1c(-c2ccc(OC)cc2)csc1NC(=O)C(C)C	-1
O=C1C2=C(c3ccccc31)C(c1ccncc1)Nc1ccc3ccccc3c12 (stereo not drawn)	-10
O=[N+]([O-])c1cc(-n2ncnc2-c2ccccc2C(F)(F)F)ccc1Cl	-3
COc1cc(/C=N\NC(=O)c2c(C)nc3cc(C)ccn23)ccc1O	-88
CCc1c(C)sc(NC(=O)c2ccc(OC)cc2)c1C(N)=O	-4
CCc1ccc(NC(=O)CCc2ccccc2)cc1	-6
COc1ccc(OC)c(NC(=O)C2CC(C)=C(C)CC2C(=O)O)c1 (stereo not drawn)	3
Cc1cc(C)n(S(=O)(=O)c2ccc3c(c2)C(=O)c2cc(S(=O)(=O)n4nc(C)cc4C)ccc2-3)n1	-16
CCN(CC)c1ccc(NC(=O)Cc2ccc(Cl)cc2)cc1	-16
COc1ccc(C2CC(C(F)(F)F)n3nc(C(=O)N4CCN(c5ccc(F)cc5)CC4)c(Cl)c3N2)cc1OC (stereo not drawn)	9
Cc1ccnc(-n2c(=O)c3cc4c(=O)n(-c5cc(C)ccn5)c(=O)c4cc3c2=O)c1	-6
CC(=O)Nc1cc(-c2ccc(C)cc2)[nH]n1	1
Cc1ccc(N2C(=O)CC(N3CCC(O)(c4ccc(Br)cc4)CC3)C2=O)cc1 (stereo not drawn)	-22
CC1=NNC(=O)C1CCC(=O)N/N=C(\C)c1ccc(Br)cc1 (stereo not drawn)	85
COc1ccc(OC(=O)c2ccc(Br)c(S(=O)(=O)N3CCCCC3)c2)cc1	-23
Cn1c(NC(=O)c2cc(-c3ccc(Br)cc3)nc3ccccc23)cc(=O)n(C)c1=O	-37
CCOc1ccc2nc(SCC(=O)NCC(=O)c3ccccc3)sc2c1	-8
O=C1CN(C(=O)c2ccc(F)cc2)c2ccccc2N1	9

# In another format: three of the compounds above.
> COc1ccc(N2C(=O)/C(=C/c3ccc(-c4ccccc4[N+](=O)[O-])o3)C(=O)NC2=S)cc1
- VHR inh color = 81*

> O=C(O)c1ccc2c(c1)C(=O)N(Nc1c(Cl)cc(Cl)cc1Cl)C2=O
- VHR inh color = -26

> COc1ccc(C2CC(C(F)(F)F)n3nc(C(=O)N4CCN(c5ccc(F)cc5)CC4)c(Cl)c3N2)cc1OC (stereo not drawn)
- VHR inh color = 9

# Returning to the listing, repeating the 2 entries before the break.
SMILES	VHR inh color
CCOc1ccc2nc(SCC(=O)NCC(=O)c3ccccc3)sc2c1	-8
O=C1CN(C(=O)c2ccc(F)cc2)c2ccccc2N1	9
Brc1ccccc1CN1CCN(C2CCN(Cc3ccccc3)CC2)CC1	14
COc1ccc(C2=C/C(=C\c3ccc(OC(C)=O)c(OC)c3)C(=O)O2)cc1	20
Cc1c(NC(=O)c2cccc3ccccc23)c(=O)n(-c2ccccc2)n1C	9
N#C/C(=C\c1ccc(Cl)cc1Cl)C(=O)NCC1CCCO1 (stereo not drawn)	2
CC1CCc2c(sc3nc(-c4ccco4)oc(=O)c23)C1 (stereo not drawn)	-25
CC(C)c1ccccc1OCCCCN1CCOCC1	-28
COc1ccc(/C=C2\SC(N3CCC(C)CC3)=NC2=O)cc1OC	8
O=C(CSc1nc2ccccc2[nH]1)OCN1C(=O)c2ccccc2C1=O	119
CN1C(=O)C(=O)c2cc(Br)ccc21	-14
Cc1cc(C(O)(C(F)(F)F)C(F)(F)F)cc(C)c1N	-34
CC1=NN(c2ccc(Cl)c(Cl)c2)C(=O)/C1=C/c1ccc2c(c1)OCO2	-6
Cc1ccccc1NC(=O)C(=O)NCCCOC(C)C	-6
CCOC(=O)c1c(NC(=O)CC2Nc3ccccc3NC2=O)sc(C)c1C (stereo not drawn)	11
COc1ccc(/C=C/C(=O)Nc2ccc(F)cc2)cc1OC	0
Cc1ccc(N(CC(=O)Nc2ccc3ccccc3c2)S(=O)(=O)c2ccc(F)cc2)cc1	-13
CC1=NN(C(=O)c2ccccc2)C(C)(O)C1 (stereo not drawn)	-16
COc1cccc(/C=C2/SC(=O)N(CN3CCCCC3)C2=O)c1	5
O=c1oc2cc(OCc3c(F)cccc3Cl)ccc2c2ccccc12	-17
CCN(C(=O)c1c(-c2c(Cl)cccc2Cl)noc1C)c1ccccc1C	-9
COc1ccc(Cc2noc(-c3ccccc3C)n2)cc1	-2
CCOC(=O)c1c(NC(=O)C2CC2)sc(C(=O)Nc2ccccc2)c1C	4
O=C(NCc1ccc(F)cc1)C(=O)Nc1ccccc1F	-11
COc1cccc(-c2nc3sc4c(c3c(=O)[nH]2)CCCC4)c1O	5
CCN(C(=O)c1cc2cc(OC)ccc2oc1=O)c1ccccc1	-16
CCOc1ccc2c(c1)C(=C1SC(C(=O)OC)=C(C(=O)OC)S1)C(=S)C(C)(C)N2C(=O)C1CC1	9
O=C(Nc1ncc(Br)cc1Br)c1cccc2ccccc12	101
CC(=O)N1CCN(c2nc(OC(C(F)(F)F)C(F)(F)F)nc(N(c3ccccc3)c3ccccc3)n2)CC1	5
Cc1cc(Br)cc(C)c1NC(=O)COc1ccccc1	4
CCC(=O)CC(O)(c1ccccc1)C(F)(F)F (stereo not drawn)	9
CCC1(CC)C(=O)N(C)C(=O)N(C)C1=O	-12

# Other records:
SMILES	VHR inh color
CCOc1ccc(N/C=C\C(=O)c2ccc(F)cc2)c([N+](=O)[O-])c1	29
COc1ccc(OC)c(/C=C2/SC(=S)N(C)C2=O)c1	-44
Cc1cc(-c2ccc(F)cc2)nc2cc(C(N)=O)nn12	-2
O=C(CNC1CCCCC1)Nc1c2c(nc3ccccc13)CCC2	-11
S=C(c1ccc(-c2ccc(Br)cc2)o1)N1CCCCC1	-3
COc1ccc(Cl)cc1C(=O)Nc1ccncc1	-13
N#CC(C#N)=Cc1ccc(-c2cc(Cl)ccc2Cl)o1	43
O=S(=O)(Nc1ccccn1)c1cccc(S(=O)(=O)c2ccc(Br)cc2)c1	14
OC(C#CC(O)(c1ccccc1)c1ccccc1)c1cccnc1 (stereo not drawn)	3
CC(C)C12CN3CC(C(C)C)(CN(C1)C3c1cc(Br)ccc1O)C2=O (stereo not drawn)	-37
C=CCN(CC=C)CC(O)CN1C(=O)NC(C)(C)C1=O (stereo not drawn)	18
O=C(c1ccccc1)c1coc2ccc(O)cc12	-18
O=C(O)CCCN1C(=O)C(=O)/C(=C(/O)c2ccccc2)C1c1ccc(F)cc1 (stereo not drawn)	-3
O=C(CCNc1ccc(-c2ccccc2)cc1)c1cccc([N+](=O)[O-])c1	6
CCOc1cccc(-c2cc(C(=O)N3CCN(c4ccccc4OCC)CC3)c3ccccc3n2)c1	7
CC1(C)CC(=O)C(/C=N/c2ncc(C(F)(F)F)cc2Cl)=C(O)C1	14
Cc1onc(-c2ccccc2)c1C(=O)N1CCN(c2ccc(Cl)cc2)CC1	-20
O=c1cc(-c2cc(O)c3c(O)c4ccccc4c(O)c3c2O)c(=O)c2c(=O)c3ccccc3c(=O)c1=2	-9
C=CCNC(=O)c1ccc(I)cc1	-5
O=C(Nc1ccccc1)c1ccccc1NC(=O)c1ccccc1C(=O)O	7
COC(=O)CN1C(=O)/C(=C\c2ccco2)SC1=S	-15
O=C(c1ccccc1O)N1N=CCC1(O)c1ccc(Cl)cc1 (stereo not drawn)	-4
COc1ccc(CN2CCN(C(=O)c3cccc(F)c3)CC2)cc1Br	-1
CC(C)(C)C1=CC(=C(C#N)C#N)C(C(C)(C)C)C(=O)C1=O (stereo not drawn)	-65
CCCCOC(=O)CSC1=C(C#N)C(c2cccc3ccccc23)CC(=O)N1 (stereo not drawn)	-2
O=C(/C=C(\O)c1ccc([N+](=O)[O-])cc1)C(F)(F)F	-3
CCOC(=O)c1sc(NC(=O)CCN2C(=O)c3cccc([N+](=O)[O-])c3C2=O)c(C(=O)OCC)c1C	-2
O=C(CCCN1C(=O)c2ccccc2C1=O)Nc1cccnc1	2
O=C(Nc1nc(-c2cc(Cl)ccc2Cl)cs1)C(Cl)Cl	-29
Cn1c(=O)c2c(nc(Oc3cccc(C4Nc5ccc6ccccc6c5C5=C4C(=O)CC(C)(C)C5)c3)n2C)n(C)c1=O (stereo not drawn)	-17

# Further compounds follow:
SMILES	VHR inh color
Cc1cc(Cl)ccc1NC(=O)CCC(=O)N/N=C/c1cccs1	-23
CC1CCN(Cc2c(O)ccc3ccccc23)CC1	-11
Cc1ccc(NC(=O)C2C3CC/C=C\CCC32)cc1 (stereo not drawn)	-2
O=C(O)c1ccc(Oc2ccc(NC(=O)C3CCCCC3)cc2)cc1C(=O)O	-11
Cc1nn(C)c(C)c1NC(=O)c1ccc([N+](=O)[O-])cc1	-21
Cc1cc2c(cc1C)CSC(c1cccc([N+](=O)[O-])c1)SC2	-17
Cc1ccc(N(CC(=O)O)S(C)(=O)=O)cc1Cl	-12
Cc1ccc(S(=O)(=O)N2CCCC2)cc1[N+](=O)[O-]	-12
CCN(CC)S(=O)(=O)c1ccc2c3c(cccc13)C(=O)N2	1
COC(=O)c1ccccc1N1C(=O)c2ccc([N+](=O)[O-])cc2C1=O	-2
Oc1ccccc1C=Nc1ccc2c(c1)ncn2-c1ccccc1	-9
O=C(NC1=Nc2cccc3cccc1c23)c1cccc(C(F)(F)F)c1	-13
O=S(=O)(c1ccc(Cl)cc1)N1CCN(Cc2ccccn2)CC1	-4
CCCOc1ccc(C2C(C(=O)OC)=C(C)N(C)C(C)=C2C(=O)OC)cc1	-3
CCCN1C(=O)/C(=C/c2nc3ccccc3c(=O)n2Cc2ccccc2)c2ccccc21	-13
S=C(Nc1ccccc1)NC1CCCC1	-12
O=C1NN(c2ccccc2)C(=O)/C1=C/c1ccccc1OCc1ccccc1F	-23
CCc1ccc(N2C(=O)C3C(c4cccc(Cl)c4)OC4(C(=O)c5ccccc5C4=O)C3C2=O)cc1 (stereo not drawn)	-19
CCCC1CC(C(=O)NC(C(C)O)C2OC(SC)C(O)C(O)C2O)N(C)C1 (stereo not drawn)	-24
O=C(Nc1ccc(Cl)c(Cl)c1)Nc1nnc(-c2ccccc2Br)s1	-22
Cc1ccc(C(C)C)c(OCc2nnc(NC(=O)c3ccc(Br)cc3)s2)c1	0
O=C(CCCOc1ccc(Cl)cc1Cl)Nc1ccc(S(=O)(=O)Nc2nccs2)cc1	-9
Cc1cc(F)c(F)c(C(=O)N2CCN(c3cc(N4CCCCC4)c(F)cc3[N+](=O)[O-])CC2)c1Cl	20
c1ccc(-c2cnnc3c2[nH]c2ccccc23)cc1	-17
COc1cc(C)nc(Nc2nc(C)c3cc(C)ccc3n2)n1	6
COc1ccc(NC(=O)CN(c2ccc(C)c(Cl)c2)S(C)(=O)=O)c(OC)c1	-29
COc1ccc(/C=C2\SC(=Nc3cccc(Cl)c3C)NC2=O)cc1C	-9
NS(=O)(=O)c1cccc(NC(=O)/C=C/c2ccccc2)c1	-27
CCCC1CCc2c(sc(N)c2C(N)=O)C1 (stereo not drawn)	4
O=C(CCN1C(=O)c2ccccc2C1=O)NCc1ccncc1	-18

# The results go on:
SMILES	VHR inh color
O=c1[nH]n(-c2cccc(Cl)c2)c(O)c1/C=C1/C=Nc2ccccc21	-1
CC1(c2ccccc2)CC(C)(C)N(C=O)c2ccccc21 (stereo not drawn)	-3
COc1cc([N+](=O)[O-])ccc1-c1ccc(/C=C2\C(=O)NC(=S)N(c3ccc(Cl)cc3)C2=O)o1	6
CCOc1ccc(NC(=O)/C=C/c2ccc(Cl)cc2)cc1	4
CCCCCCCC1=NN2C(=O)CC(=O)N=C2S1	-24
Cc1ccc(CN2CCN(/N=C/c3ccc(C(F)(F)F)cc3)CC2)cc1	5
Cc1ccc(N2C(=O)C3C(C2=O)C2C=CC3C23CC3)cc1Cl (stereo not drawn)	-6
CN1C(=O)NC(=O)/C(=C/c2cccc3ccccc23)C1=O	-5
O=C1NC(=Nc2cccc(Cl)c2Cl)S/C1=C\c1ccccc1	28
CCOc1cc(C2Nc3ccccc3C(=O)N2c2ccc(C)cc2)ccc1O (stereo not drawn)	7
COc1ccc(C2NC(=S)NC3=C2N2CCC3CC2)cc1 (stereo not drawn)	-4
O=C(Nc1ccc(-c2nc3ccccc3[nH]2)cc1)c1cc2ccccc2o1	72
CCOC(=O)/C(=C/Nc1ccccc1)C(=O)Nc1ccccc1	-22
CCC(=O)c1ccc(N2CCNCC2)c(F)c1	1

# 3 records drawn at random from those above, as already listed:
SMILES	VHR inh color
Cn1c(=O)c2c(nc(Oc3cccc(C4Nc5ccc6ccccc6c5C5=C4C(=O)CC(C)(C)C5)c3)n2C)n(C)c1=O (stereo not drawn)	-17
O=C1CN(C(=O)c2ccc(F)cc2)c2ccccc2N1	9
Cc1nn(C)c(C)c1NC(=O)c1ccc([N+](=O)[O-])cc1	-21

# A portion of the library (hit frequency here may not be typical).
